CHOP inhibitor – inhibitors of CHOP promoter induction, primary screen, cell-based, unfolded protein response, luciferase reporter; CHO-K1 CHOP-promoter luciferase, tunicamycin-induced, 15-18 h; inhibition, % at 10 µM; 220,000 tested, 3.8% active; AID 2732, 2010;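 active = compounds that reduced the stress-induced luciferase reporter signal by more than about 70% of percent inhibition, limit read from the data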;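 also: 0% = tunicamycin plus vehicle and 100% = wells without tunicamycin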
EBV gp42 inh – Epstein-Barr virus gp42 inhibitors, primary screen, biochemical, uHTS, fluorescence polarization; Fluorescence polarization binding assay, mP read-out; 220,000 tested, 0.42% active; AID 1085, 2008; Glycoprotein 42 (Epstein-Barr virus (strain AG876)), Q1HVG2; inhibition, % (tested at 21.74 µM); in the data active = inhibition above about 50%
Target sequence (Q1HVG2 whole entry, looked up): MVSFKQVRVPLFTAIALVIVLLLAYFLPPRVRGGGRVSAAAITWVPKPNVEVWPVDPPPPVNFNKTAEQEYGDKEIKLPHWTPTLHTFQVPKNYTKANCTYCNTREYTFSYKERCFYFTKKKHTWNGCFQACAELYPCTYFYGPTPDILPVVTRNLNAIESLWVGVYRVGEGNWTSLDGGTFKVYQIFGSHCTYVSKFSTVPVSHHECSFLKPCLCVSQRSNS
TRPML3 ag – human TRPML3 channel agonists, primary screen, cell-based, HEK293 TRPML3-YFP, Fluo-8 calcium fluorescence, 3 µM; 100% = the carbachol control signal; activation, % at 3 µM; 220,000 tested, 0.29% active; Mucolipin-3 (Homo sapiens), Q8TDD5;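 active = activation above its plate's cutoff, the mean activation of the plate's test wells plus 3 SD, cut at about 12% in these data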;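 also: 0% = DMSO only wells and 100% = carbachol wells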
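Material: HEK293 cells stably carrying human TRPML3-YFP; compound dosing: single dose, 3 µM final nominal compound, 0.3% DMSO final; incubation: 1-h 37 °C dye load, 5-s basal, 120-s post-compound reads; technique: Fluo-8 intracellular calcium fluorescence, excitation 470-495 nm, emission 515-575 nm; read-out basis: percent activation from peak-to-basal fluorescence ratio, scaled between DMSO and carbachol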
TNF death inh – inhibitors of TNF-alpha triggered necroptosis, primary screen, cell-based, Jurkat FADD-/-, single concentration. 220,000 tested, 0.068% active. Jurkat FADD-/- TNF necroptosis rescue, ATP luminescence, 24 h; 0 = TNF only, 100 = no-TNF cells. AID 463075, 2010. activation (protection from cell death), % at 10 µM;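 active = activation, meaning protection from cell death, of at least 50% relative to plate controls; inactive = activation below 50%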;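 also: necroptosis triggered by 40 ng/mL TNF-alpha added together with compound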
Runt-SMMHC FRET – inhibitors of RUNX1 Runt–CBFb-SMMHC binding, primary screen, biochemical, FRET, Cerulean-Runt, Venus-CBFb-SMMHC, uHTS; Runt-related transcription factor 1 (Homo sapiens) + Core-binding factor subunit beta …; Cerulean-Runt/Venus-CBFb-SMMHC FRET ratio 530/480, 1 h; inhibition, % at 20 µM; 220,000 tested, 0.74% active;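 active = mean inhibition across duplicate retests at 20 µM reaching about 50%, limit read from the data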;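 also: 0% = DMSO wells and 100% = wells with excess untagged CBFb-SMMHC; inhibitors lower the FRET ratio by blocking Runt binding to CBFb-SMMHC; some results filed as inactive read as strong as hits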
p47phox inh – p47phox/p22phox peptide binding inhibitors, primary screen, biochemical, uHTS, NADPH oxidase regulatory subunit | Neutrophil cytosol factor 1 (Homo sapiens), P14598 | fluorescence polarization, 2 h | inhibition, % at 24.7 µM | 220,000 tested, 0.53% active;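 active = inhibition above about 30%, limit read from the data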;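 also: 0% = p47phox with labelled peptide and 100% = labelled peptide alone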
Target sequence (P14598 whole entry, looked up): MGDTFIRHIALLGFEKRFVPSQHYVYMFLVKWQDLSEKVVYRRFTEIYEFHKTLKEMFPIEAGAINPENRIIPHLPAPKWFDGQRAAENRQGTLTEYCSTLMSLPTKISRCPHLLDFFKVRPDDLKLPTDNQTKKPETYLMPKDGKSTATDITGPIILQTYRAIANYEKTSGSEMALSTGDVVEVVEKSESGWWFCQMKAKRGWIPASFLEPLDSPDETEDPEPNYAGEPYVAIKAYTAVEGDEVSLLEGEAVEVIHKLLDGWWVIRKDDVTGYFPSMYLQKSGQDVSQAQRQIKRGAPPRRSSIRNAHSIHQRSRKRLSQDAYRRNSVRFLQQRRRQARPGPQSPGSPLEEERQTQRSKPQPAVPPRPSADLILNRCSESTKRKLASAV
TRPN1 ag – zebrafish TRPN1 channel agonists, primary screen, cell-based, HEK293, calcium fluorescence; transient receptor potential cation channel N1 (TRPN1/NompC), Danio rerio; HEK293 zebrafish TRPN1-YFP, Fluo-8 calcium fluorescence; 100% = response to 87 µM carbachol; activation, % at 3 µM; 220,000 tested, 0.18% active;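 active = activation above its plate's cutoff, the mean activation of test wells on that plate plus 3 SD, cut at about 19% in these data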;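 also: 0% = DMSO alone and 100% = 87 µM carbachol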
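Assay system: Zebrafish TRPN1-YFP in HEK293 cells | Incubation: Dye loading 1 h at 37 °C, then 30 min room temperature | Measured by: Kinetic Fluo-8 fluorescence, ex 470-495, em 515-575 nm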
PPC-1+TRAIL kill – compounds killing PPC-1 cancer cells with TRAIL present, primary screen, TRAIL potentiator project, ATPLite luminescence, uHTS. PPC-1 cells + TRAIL, ATPLite viability luminescence. cell killing (% activity), % at 4 µM. 220,000 tested, 0.41% active. AID 1443, 2008;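 active = cell killing above 50% in the first pass at 4 µM, then a duplicate retest at 5 µM averaging 50% or more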;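 also: plate controls were cells with TRAIL plus DMSO for no effect and medium-only wells lacking cells for full effect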
Mdm2 ligase inh – MDM2-luciferase reporter signal enhancers, primary screen, MDM2 E3 ligase inhibitor project, cell-based, luminescence, 1536-well | signal enhancement, % at 5 µM | 210,000 tested, 0.11% active | AID 1230, 2008 | E3 ubiquitin-protein ligase Mdm2 (Homo sapiens), Q00987 | cell-based MDM2 ubiquitination luciferase reporter, 2 h; 0 = plate control, 100 = twice control, blank-subtracted;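 active = signal enhancement of 30% or more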;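 also: luminescence tracks abundance of the self-degrading MDM2-luciferase fusion protein; higher signal means inhibition of MDM2 E3 ligase activity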
Target sequence (Q00987 whole entry, looked up, the tested form may be a part): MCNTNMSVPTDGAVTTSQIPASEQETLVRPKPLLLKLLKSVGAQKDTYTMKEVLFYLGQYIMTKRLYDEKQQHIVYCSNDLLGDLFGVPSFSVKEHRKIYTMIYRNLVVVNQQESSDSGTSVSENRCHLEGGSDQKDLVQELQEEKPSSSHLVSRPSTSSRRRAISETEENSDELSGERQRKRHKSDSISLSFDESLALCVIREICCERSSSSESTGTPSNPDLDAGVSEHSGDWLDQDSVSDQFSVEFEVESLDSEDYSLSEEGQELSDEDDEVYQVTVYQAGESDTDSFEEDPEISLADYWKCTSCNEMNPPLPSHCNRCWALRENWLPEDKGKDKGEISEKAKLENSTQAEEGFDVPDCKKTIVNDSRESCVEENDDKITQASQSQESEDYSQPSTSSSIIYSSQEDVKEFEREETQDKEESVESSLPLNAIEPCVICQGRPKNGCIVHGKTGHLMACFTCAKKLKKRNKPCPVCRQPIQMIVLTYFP
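Material: stable MDM2–luciferase fusion reporter cells / Quantity: 2000 cells/well / Dosing: single 5 µM compound dose, 0.2% final DMSO / Buffer or medium: DMEM / Schedule: 4 h cell settling then 2 h compound exposure, 37 °C / Detection: luminescence with SteadyLite reagent, 15 min at room temperature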
Numbers without * were called inactive; . = not tested or not shown; & = joins results of further samples; [ ] = dose if it differs, or a comment.

Values run as follows: CHOP inhibitor	EBV gp42 inh	TRPML3 ag	TNF death inh	Runt-SMMHC FRET	p47phox inh	TRPN1 ag	PPC-1+TRAIL kill	Mdm2 ligase inh
CCOC(=O)c1c(C)[nH]c(C(=O)COC(=O)CNC(=O)C2CCCCC2)c1C
 : -33	-14	0.9	0.8	3	-13	0.0	-4	-21
CCOC(=O)c1c(NC(NC(=O)C(C)C)C(Cl)(Cl)Cl)sc2c1CCC2 (centres undefined)
 : 53	-6	-0.6	3.4	10	-24	-1.8	17	-19
Cc1ccc(C(=O)CSc2nc3ccccc3o2)cc1
 : 67	-3	-0.3	0.3	0	-11	-1.1	6	-18
O=C(O)c1nnn(-c2ccc([N+](=O)[O-])cc2)c1-c1ccccc1
 : 14	-6	0.2	1.6	-1	-3	-1.0	12	-10
C#Cc1cccc(NC(=O)CSc2nnc(-c3ccc(C(F)(F)F)cn3)o2)c1
 : -8	-5	0.5	-0.1	4	-6	-0.5	27	-5
CCSC1=N/C(=C\c2ccc(-c3ccccc3[N+](=O)[O-])o2)C(=O)S1
 : 68	29	0.7	-12	5	-4	1.4	30	0
O=C1CC(c2ccc(O)c(O)c2)Oc2cc(O)cc(O)c21 (centres undefined)
 : 14	-19	.	-5.7	8	-3	.	16	-19
CCOC(=O)C(=O)Nc1nnc(COc2ccccc2)s1
 : 11	0	1.4	-0.2	-1	-6	2.2	18	5
Cc1occc1-c1nnc(SCC(=O)c2ccc3c(c2)OCCO3)n1CC1CCCO1 (centres undefined)
 : -29	-25	0.8	2.9	-4	-21	2.0	5	.
Cc1nc2c(-c3ccccc3)c[nH]n2c(=O)c1Cc1ccccc1
 : -22	-8	1.7	-0.9	-7	-9	1.7	21	-3
COc1ccc(C(=O)Nc2ccccc2C(=O)N/N=C/c2ccc(O)c(OC)c2)cc1
 : 89*	-8	-0.6	-26	-2	-25	1.6	97*[5 µM]	-66
CCOC(=O)c1cccc(NC(=O)Nc2cc(OC)ccc2OC)c1
 : -17	-6	-0.7	-0.3	-3	-4	-0.3	-9	-12
COc1ccc(CN2C(=O)c3ccccc3C(/C=N\OCc3ccc(F)cc3)C2=O)cc1 (centres undefined)
 : 26	-16	-0.1	-4.3	30	-14	0.4	10	-7
COc1cc(OC)c([N+](=O)[O-])cc1/C=N/NC(=O)c1ccncc1
 : -7	-14	0.2	0.1	0	6	0.6	21	14
COc1ccc(C2=NN(c3nc4ccccc4s3)C(=O)C2)cc1
 : 24	-17	1.1	1.1	-3	-54	1.3	14	4
Cc1ccc(NC(=O)N2CCC(C(=O)NCC(C)C)CC2)cc1
 : 10	-5	-0.1	0.7	-1	-4	-0.3	-1	-12
O=C(CN1CCOCC1)NNC(=S)Nc1ccc(Cl)cc1
 : -4	-17	1.0	0.7	1	-3	1.9	5	-6
Clc1ccc(COn2c(-c3ccccc3)nc3ccccc32)cc1
 : 69	-9	-1.1	-7.1	2	-16	-0.7	17	-2
CCSC1(SCC)N=C(N)C2(C#N)C(c3ccccc3)NC(C)=CC12C#N (centres undefined)
 : 0	-14	0.7	-2.7	-17	-11	0.5	21	16
CC(=O)N1CCN(CCN(CC2C(C)C=C(C)CC2C)C(C)=O)CC1 (centres undefined)
 : 11	-1	1.2	-2.1	10	-15	0.9	16	5
COc1ccc(CC(=O)NCc2csc(-c3cccs3)n2)cc1OC
 : 20	-11	1.1	2.7	-2	-9	1.6	3	-11
Cc1nnsc1-c1c(C(=O)N2CCOCC2)c(C)nn1-c1ccc(Cl)cc1
 : -14	-9	0.6	1.5	0	-5	0.1	15	-17
N#CC1=C(N)Oc2n[nH]c(-c3ccccc3)c2C1c1cccnc1 (centres undefined)
 : 20	3	0.8	-3.0	-1	-12	0.8	18	-8
COc1ccc(OC)c(/C=C2\SC(=S)N(C(C(=O)O)c3ccccc3)C2=O)c1 (centres undefined)
 : -4	-31	-0.2	2.0	-211	-22	2.9	12	-17
Cc1ccc(/C=C/C(=O)NC2CCS(=O)(=O)C2)cc1 (centres undefined)
 : 0	-17	0.7	1.6	-1	-6	0.9	21	-11
O=C(Nc1nnc(-c2ccc3c(c2)CCCC3)o1)c1c(F)cccc1F
 : 13	1	-0.1	2.6	1	7	-2.3	15	-23
CCOC(=O)c1c(C)[nH]c(C(=O)COC(=O)/C=C/c2ccc(OCC#N)c(OC)c2)c1C
 : 2	-5	-0.3	-0.5	0	18	0.8	6	-6
Cc1nc2c(cc1C(=O)N/N=C/c1ccc([N+](=O)[O-])cc1)c(=O)n(C)c(=O)n2C
 : 6	-13	0.6	1.6	-2	-7	-0.5	7	-17
CC(C)C(=O)Nc1ncc(Cc2ccccc2Cl)s1
 : 8	-6	-1.3	6.3	0	-7	-1.6	-4	-6
CN(C)CCCNC(NC(=O)c1cccs1)C(Cl)(Cl)Cl (centres undefined)
 : 0	-8	-0.3	1.2	-1	1	-0.9	-5	-15
CCOC(=O)c1ccc(COC(=O)CCc2nc3ccccc3[nH]c2=O)o1
 : -7	17	0.3	-2.1	1	-6	0.1	-11	-19
Cc1n[nH]c(=S)c2nn(-c3ccccc3F)c(C)c12
 : 9	-19	0.7	-1.7	1	-14	-1.5	15	-14
C/C=N/NC(=O)CCCC(=O)N/N=C/C
 : 25	-3	0.7	0.2	-1	5	2.7	17	-7
C[C@@H](NC(=O)c1coc(=O)c(Br)c1)c1ccccc1
 : 36	-7	1.1	-7.3	2	-15	1.0	14	6
Cc1nnc(C)n1N
 : 7	-9	-0.4	-0.4	-1	-5	-0.4	-1	-2
O=C(c1c(F)cccc1F)N1CCC(O)(c2cccnc2)CC1
 : -5	-32	0.6	-3.6	0	4	0.0	-6	-4
CCN(Cc1ccccc1)C(=O)/C=C/c1ccccc1[N+](=O)[O-]
 : 0	-2	-0.1	1.6	2	-7	-1.2	8	-7
CSc1ccc(CN2CCC(CO)(Cc3ccc(Cl)cc3)CC2)cc1
 : 14	8	4.8	2.4	-4	-17	9.3	18	-10
O=C(OCc1cc2ccccc2[nH]c1=O)C1CCCCC1
 : 43	-18	-0.3	0.0	0	5	1.0	7	-7
COC(=O)c1ccc(NC(=O)C(=O)N2CCN(C(=S)NCCc3ccccc3)CC2)cc1
 : 37	9	1.0	2.6	4	-14	0.6	-3	-5
CCOC(=O)c1ccccc1NC(=O)CC1SC(=NC)N(C)C1=O (centres undefined)
 : 6	-21	0.5	-0.9	-1	-12	1.1	31	-17
NNC(=O)/C(=C\c1ccc(Br)cc1)NC(=O)c1cccs1
 : 6	-13	1.1	-0.1	-30	0	0.7	3	-2
COc1ccc(C2=NNC(c3ccco3)=Nc3ccc(F)cc32)cc1
 : 43	9	0.2	0.2	3	1	0.9	17	-12
Cc1cc(C)nc(NS(=O)(=O)c2ccc(N3C(=O)C4CC=C(Cl)CC4C3=O)cc2)n1 (centres undefined)
 : 1	-37	0.1	0.7	-3	3	0.1	5	-4
COc1ccccc1N1CCN(C(=O)c2cc3cc(Br)ccc3oc2=O)CC1
 : 2	-19	-0.3	-1.3	-2	-14	1.0	3	-56
CCOC(=O)N1CCC(NC(=O)c2ccc(CNS(=O)(=O)c3ccc(F)cc3)cc2)CC1
 : 35	-14	0.9	2.1	1	-6	1.4	3	-22
O=C(Nc1cccc2ccccc12)c1ccc(Br)o1
 : -4	-18	-0.5	-1.0	2	-11	-0.6	25	-1
Cc1ccc(/C=C2\OC(=O)c3ccccc32)cc1
 : 58	-10	-0.7	-6.6	0	-17	-1.5	5	-65
COc1ccc(CC(=O)Nc2oc(-c3ccccc3)c(-c3ccccc3)c2C#N)cc1OC
 : 21	-12	0.0	-8.1	-2	-1	1.0	23	-15
CC(=O)c1cc(-c2ccccc2)n(CC(=O)N2CCCC2)c1C
 : 19	2	0.3	-0.5	-1	28	-0.4	26	-7
CCOC(=O)/C(C#N)=C/c1c[nH]c2ccccc12
 : -12&34	-4&8	-0.2&0.6	1.5&5.9	8&14	-22&-13	-1.6&-0.9	5&4	-15&-13
CCOC(=O)N1CCN(c2cc(=O)n(-c3ccc(C)cc3)c(=O)[nH]2)CC1
 : 14	-17	1.1	-0.2	1	-40	1.2	15	5
N[C@@H](Cc1ccccc1)c1nnc(SC/C=C/c2ccccc2)o1
 : 13	-23	0.1	4.3	2	-16	0.1	20	-12
Cc1cc(NS(=O)(=O)c2ccc(Nc3nc(-c4sc(C)nc4C)cs3)cc2)no1
 : -2	-15	0.5	-1.8	2	-14	-0.1	-5	-12
CSc1ccc(S(=O)(=O)NCCSc2ccccn2)cc1
 : 19	-14	0.1	-1.3	4	-5	0.8	.	-13
CC1CCCCN1Cc1ccc(-c2nn[nH]n2)cc1 (centres undefined)
 : -2	10	0.0	0.4	3	-8	-0.1	14	-10
COc1cc(CCC(=O)OCC(N)=O)cc(OC)c1OC
 : 20	-10	0.6	0.4	-1	0	1.1	12	14
O=C(CSc1nnc(-c2cccc(S(=O)(=O)N3CCOCC3)c2)n1C1CCCCCC1)NCc1ccccc1
 : -16	-17	0.1	-2.7	-6	-5	1.1	15	-5
CNC(=O)CN1C(=O)c2cccc3cccc1c23
 : -5	-10	0.8	1.5	-23	-10	-0.7	-3	-11
Cc1ccccc1NC(=S)NCCSc1ccc(Cl)cc1
 : -16	5	-0.6	-8.7	1	-2	0.9	11	-1
CC(=O)OCC(=O)Nc1ccc(Cl)cc1Cl
 : 18	-6	0.4	1.2	0	-10	-0.7	19	-14
CN(C)c1ccnc(-n2cccc2/C=N/O)c1C#N
 : -21	0	0.5	0.4	-1	3	1.6	3	-7

Some of the entries so far, tab-delimited.
SMILES	CHOP inhibitor	EBV gp42 inh	TRPML3 ag	TNF death inh	Runt-SMMHC FRET	p47phox inh	TRPN1 ag	PPC-1+TRAIL kill	Mdm2 ligase inh
COc1ccccc1N1CCN(C(=O)c2cc3cc(Br)ccc3oc2=O)CC1	2	-19	-0.3	-1.3	-2	-14	1.0	3	-56
CN(C)c1ccnc(-n2cccc2/C=N/O)c1C#N	-21	0	0.5	0.4	-1	3	1.6	3	-7
